# Compound activity deposited in PubChem BioAssay by several laboratories.
# ERb coact inh = blocks coactivator binding to human estrogen receptor beta | TR-FRET ER-beta LBD / SRC1-Cy5 peptide binding; receptor agonist-loaded with 1 µM estradiol | inhibition, % at 25.6 µM | 1.3% of 86,000 active;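 active means compounds whose percent inhibition of the receptor-coactivator binding signal exceeds about 50% in the single-dose screen, limit read from the data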;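 further: 0% = receptor plus peptide wells without compound and 100% = peptide-only wells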
# Target sequence (Q92731 whole entry, looked up, the tested form may be a part): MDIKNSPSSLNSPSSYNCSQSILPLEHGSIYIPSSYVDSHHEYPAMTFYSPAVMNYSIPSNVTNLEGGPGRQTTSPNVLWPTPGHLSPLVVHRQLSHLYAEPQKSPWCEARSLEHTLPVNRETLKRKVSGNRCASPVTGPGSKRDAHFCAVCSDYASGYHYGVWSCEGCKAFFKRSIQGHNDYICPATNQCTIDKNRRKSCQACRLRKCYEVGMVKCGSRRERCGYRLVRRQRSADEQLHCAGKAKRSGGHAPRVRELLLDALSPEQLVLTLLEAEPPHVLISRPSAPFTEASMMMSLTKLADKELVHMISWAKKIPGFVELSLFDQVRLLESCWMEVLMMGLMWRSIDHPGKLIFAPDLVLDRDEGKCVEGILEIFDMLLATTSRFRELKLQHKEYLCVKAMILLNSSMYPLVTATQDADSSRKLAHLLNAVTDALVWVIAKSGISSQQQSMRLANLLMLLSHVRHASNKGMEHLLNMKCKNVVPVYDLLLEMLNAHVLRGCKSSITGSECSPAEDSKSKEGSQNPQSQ
# ERa coact pot = enhances coactivator binding to human estrogen receptor alpha; 1.3% of 86,000 active; TR-FRET ERalpha-LBD/SRC-Cy5 coactivator binding, 2 h; 100 = basal binding, no effect; coactivator binding (% of control), % at 25.6 µM; in the data active means activity above about 200%;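 further: binding measured in presence of low estradiol as agonist stimulus; 0% = peptide alone without receptor and 100% = receptor with peptide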
# Fibroblast inh = blocks proliferation of human lung fibroblasts. viability, % at 10 µM. 1.1% of 85,000 active. LL 47 human lung fibroblast viability, ATP luminescence; hits give low values. AID 719;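 active means viability at or below 50% in the single dose screen; inactive means viability above 50%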;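 further: compound exposure lasted 72 h before the ATP readout; 100% = median luminescence of untreated cell-only wells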
#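 Material: human lung fibroblast line LL 47, low passage; Evaluation: viability percentage against median untreated-cell control; Buffer or medium: 15% FBS in IMEM; Incubation: 72 h compound exposure at 37 °C after overnight plating; Dosing: 0.1% DMSO in all compound wells; Measured by: CellTiter-Glo luminescence.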
# MT1-MMP txn act = activates MT1-MMP transcription; HT1080 MT1-MMP promoter luciferase reporter, luminescence, overnight; hits give high values; activation factor at 10 µM; 0.16% of 86,000 active;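 active means activation factor of at least 2 for MT1-MMP transcription at 10 µM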
# ERa SRC1 inh = ER-alpha (human) coactivator binding inhibition; P03372; 1.7% of 86,000 active; AID 629; inhibition, % at 25.6 µM; TR-FRET ER-alpha LBD / SRC-1 peptide, estradiol-bound; in the data active means inhibition above about 50%;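 further: 0% = receptor plus peptide control and 100% = peptide only without receptor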
# H69AR inhibit = blocks growth of human H69AR lung tumor cells; H69AR lung tumor viability, ATP luminescence, 72 h; hits give low values; viability, % at 10 µM; 6% of 85,000 active;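 active means viability at or below 40%; inactive means viability above 40%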;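 further: multidrug resistant small cell line overexpressing MRP-1 efflux transporter; 100% = mean luminescence of untreated control wells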
# Mac1 fbg enh = CD11b/CD18-fibrinogen binding enhancement; P05107+P11215; K562 CD11b/CD18 adhesion to fibrinogen, ATPlite luminescence; activation, % at 10 µM; AID 1499; 0.07% of 93,000 active;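 active means 10 µM primary screen giving 50% or more activity, confirmed by 40% or more on retest at that dose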; further: strong numbers were not always called active
# HUVEC prolif 384 = blocks proliferation of human endothelial cells | HUVEC proliferation, CellTiter-Glo luminescence, 72 h; hits give low values | 1.1% of 86,000 active | AID 648 | viability, % at 10 µM (by protocol);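 active means viability at or below 30%; inactive means viability above 30%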;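 further: 100% = median luminescence of DMSO-only cell control wells on each plate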
# Smad3 inh = blocks human Smad3 binding to FoxH1 peptide; TR-FRET Smad3/Dy647-FoxH1 peptide binding, europium anti-His; inhibition, % at 25 µM; AID 630; 0.29% of 88,000 active;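 active means compounds that reduce the energy-transfer binding signal between the protein and its labelled peptide by more than half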;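 further: 0% = Smad3 plus labelled peptide maximal FRET and 100% = peptide-only background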
# Target sequence (P84022 whole entry, looked up): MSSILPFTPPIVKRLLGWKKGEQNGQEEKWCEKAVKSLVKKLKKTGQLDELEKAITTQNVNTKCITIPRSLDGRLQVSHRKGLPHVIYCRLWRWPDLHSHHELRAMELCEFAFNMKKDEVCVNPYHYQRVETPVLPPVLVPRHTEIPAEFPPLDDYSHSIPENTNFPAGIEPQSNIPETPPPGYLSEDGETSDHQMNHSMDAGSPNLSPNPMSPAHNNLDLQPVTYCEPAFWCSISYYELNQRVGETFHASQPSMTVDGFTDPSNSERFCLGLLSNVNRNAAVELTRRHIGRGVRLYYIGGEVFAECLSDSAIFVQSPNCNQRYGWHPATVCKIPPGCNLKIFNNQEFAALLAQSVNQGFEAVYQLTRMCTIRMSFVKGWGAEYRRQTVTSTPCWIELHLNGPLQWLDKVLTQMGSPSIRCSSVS
# Numbers without * were called inactive; / = not tested or not shown; [ ] = dose if it differs, or a comment. An excerpt, so the mix of outcomes need not match the whole.
SMILES,ERb coact inh,ERa coact pot,Fibroblast inh,MT1-MMP txn act,ERa SRC1 inh,H69AR inhibit,Mac1 fbg enh,HUVEC prolif 384,Smad3 inh
CC(=O)C1=C(O)C(=O)N(c2nnn(C)n2)C1c1cccs1 (centres undefined),79*[fluorescence artefact?],134,108,1.1,-3,98,6,105,6
CCCCCOc1ccc(C(=O)C(c2ccccc2)N2CCOCC2)cc1 (centres undefined),-13,68,95,1,13,67,/,116,4
CC1CCC(NC(=O)C2CCN(C(=O)NC3CCCCC3)CC2)CC1 (centres undefined),0,104,100,1.1,1,99,-2,103,-7
COC(=O)Cn1c(=O)n(CCc2ccccc2)c(=O)c2c3c(sc21)CCCC3,4[fluorescence artefact?],112,89,1.1,3,57,1,86,-9
O=C(NC1CCCC1)c1ccc(COCC(F)(F)C(F)F)o1,-21,109,84,1,-18,98,0,80,5[fluorescence artefact?]
CC(C)C(NC(=O)C1CCCCC1)C(=O)Nc1ccccn1 (centres undefined),-2[fluorescence artefact?],133,103,1.1,1[fluorescence artefact?],94,-4,94,2
Cc1onc(-c2ccccc2)c1C(=O)N1CCN(CCc2ccccc2)CC1,-5,109,98,1.2,2,86,0,96,7
CCCCOC(=O)NC1CCS(=O)(=O)C1 (centres undefined),4,93,107,0.9,-4,96,2,103,13
CCN(CCCNC(=O)COc1cc(=O)n(C)c2ccccc12)c1cccc(C)c1,-4,93,95,1.1,-5,75,-2,85,6
CCCN(CCC)S(=O)(=O)c1cccc(C(=O)Nc2ccc3c(c2)OCO3)c1,-3,101,98,1.3,-4,53,1,79,4
CC(=O)Nc1ccc(NS(=O)(=O)c2ccc3ccccc3c2)cc1,-10,111,94,1.2,-6,107,-3,90,0
O=S(=O)(NCCO)c1cccc2cccnc12,-5[fluorescence artefact?],88,104,1.1,6,91,5,99,-1

# Some values from above.
# Entry for CC(C)C(NC(=O)C1CCCCC1)C(=O)Nc1ccccn1 (centres undefined) in Mac1 fbg enh: -4
# Entry for CC1CCC(NC(=O)C2CCN(C(=O)NC3CCCCC3)CC2)CC1 (centres undefined) in H69AR inhibit: 99

# (cont.)
SMILES,ERb coact inh,ERa coact pot,Fibroblast inh,MT1-MMP txn act,ERa SRC1 inh,H69AR inhibit,Mac1 fbg enh,HUVEC prolif 384,Smad3 inh
COCc1cc(C)n(CC(=O)Nc2ccccc2C(=O)OC)c(=O)c1C#N,2,113,102,1.1,2,78,-3,90,-5
Cc1ccc2nc(SC(C)C(=O)NCc3ccco3)[nH]c2c1 (centres undefined),11,94,91,1.2,0,86,-2,87,9
COC(=O)COn1c(SC(C)C)nc2ccccc2c1=O,-6,104[fluorescence artefact?],102,1.2,-1,98,-4,101,-14
CCOC(=O)c1cccc(C(=O)OCC)n1,-3,113,103,1,-1,96,/,93,0
CCN(CC)c1ccc(CNc2ccc(Br)cn2)cc1,-13,109,95,1.6,-15,83,7,94,4
O=C(O)C1CCCN1S(=O)(=O)c1ccc2ccccc2c1 (centres undefined),-7,120,103,1.1,1,88,/,88,-3
CCOC(=O)c1c(C)nc2ccccc2c1C,-5,106,107,1.2,-4,95,-2,102,11
O=C(Nc1nnc(CCN2CCOCC2)s1)c1ccccc1,-15,92[fluorescence artefact?],106,1.4,-1,98,-2,100,1
CN(C)c1ccnc(-n2cccc2/C=N/OCc2ccc(F)cc2Cl)c1C#N,-5[fluorescence artefact?],107[fluorescence artefact?],104,1.2,8[fluorescence artefact?],86,1,101,13
CCC(CC)C(=O)Nc1cccc(C(=O)c2ccccc2)c1,25[fluorescence artefact?],77,94,/,30,97,-2,93,0
CN(C)c1ccc(NC(=O)c2cccc(N3C(=O)C4C5C=CC(C5)C4C3=O)c2)cc1 (centres undefined),37[fluorescence artefact?],63[fluorescence artefact?],109,1.1,14[fluorescence artefact?],87,/,101,-11
O=C(CCS(=O)(=O)c1cccc2nsnc12)N1CCN(Cc2ccc3c(c2)OCO3)CC1,6[fluorescence artefact?],91,103,1.1,9,95,/,112,14
COc1cccc(N2CCN(Cc3nc(N)nc(N4CCCc5ccccc54)n3)CC2)c1,-1,111,103,1,0,/,-6,76,5
CCOC(=O)C1CCCN(c2nnnn2-c2ccccc2)C1 (centres undefined),7,120,96,1.1,2,80,-1,97,-2
C=CCOc1ccc(/C(O)=C2/C(=O)C(=O)N(CCCn3ccnc3)C2c2cccs2)cc1 (centres undefined),31[fluorescence artefact?],63[fluorescence artefact?],/,1.3,48[fluorescence artefact?],49,-3,93,-1
CC(C(=O)OCC(=O)Nc1ncc(Cl)cc1Cl)N1C(=O)c2ccccc2C1=O (centres undefined),22,73,100,1,0,88,-1,91,9
COc1cc2c(cc1OC)C1(Nc3c-2c(-c2ccccc2)nn3-c2ccccc2)C(=O)Nc2ccccc21 (centres undefined),24,61[fluorescence artefact?],96,1.1,3,51,8,55,3
Cc1cc(C)cc(-n2c(=O)c3sccc3n(CC(=O)NCc3ccco3)c2=O)c1,80*[fluorescence artefact?],104,97,1.1,-2[fluorescence artefact?],95,2,102,-2
COc1ccc(NC(=O)C2CC(=O)n3cnnc3S2)cc1 (centres undefined),-13,71,88,1.1,-6,86,-3,86,5
O=C(O)c1ccc2c(c1)N(Cc1cccc(F)c1)C(=O)CS2,4,88,98,1.1,5,112,-1,106,-12
CCC(C)NC(=O)c1cnn2c1NC(c1ccc3c(c1)OCO3)CC2C(F)(F)F (centres undefined),-5[fluorescence artefact?],86[fluorescence artefact?],99,1.1,-2[fluorescence artefact?],103,-1,103,-16
Cc1ccc2[nH]c(=O)c(CN(CC3CCCO3)C(=O)c3ccncc3)cc2c1 (centres undefined),-13,102,96,1.1,-18,78,6,95,-4
O=C(Nc1ccc2oc(-c3ccccc3)nc2c1)c1ccc2c(c1)OCCO2,18[fluorescence artefact?],148,106,1.2,37[fluorescence artefact?],44,30,67,8
OC(CNCC1COc2ccccc2O1)COCc1cccs1 (centres undefined),4,78,97,1.3,12,105,/,89,0
C=CCOc1ccc(CNc2nccs2)cc1,-7,113,85,1.6,-7,86,/,91,1
O=C(N/N=C/c1ccc(O)cc1)/C(=C/c1ccc([N+](=O)[O-])cc1)NC(=O)c1ccccc1,-26,74[fluorescence artefact?],91,0.9,1,88,1,86,-4
COc1ccc(N2C(=O)CC(SCC(=O)O)C2=O)cc1 (centres undefined),-2,106[fluorescence artefact?],108,1.2,-6,84,/,89,6
O=C1CN(C(=O)CSc2nnc(C3CC3)n2-c2ccccc2)c2ccccc2N1,-10,101,98,1.2,-1,90,-4,95,-4
N#CC1=C(N)NC(SCc2ccccc2)=C(C#N)C12CCCCC2,-3,83,60,0.8,3,11*,-1,26*,-1[fluorescence artefact?]
CCNc1nc(NCC)nc(Nn2cnnc2)n1,2,122,102,/,-2,97,1,101,-8
FC(F)(F)c1ccccc1Nc1nccs1,-4,104,102,1.1,-11,90,4,101,-7
CC1CCN(S(=O)(=O)c2ccc(NC(=O)CN3CCCC(C)C3)cc2)CC1 (centres undefined),-7,94,106,1.1,-9,73,2,101,-2
Cc1ccc(N2C(=O)c3ccccc3C2Nc2cccnc2)nc1 (centres undefined),6,99[fluorescence artefact?],93,1.1,1,96,0,98,3
CCOC(=O)c1[nH]c2ccc(OC)cc2c1NC(=O)c1nonc1C,0,124,102,1,-2,94,-2,100,12
COc1ccc(NC(=O)Nc2ncn(Cc3cccc(C(F)(F)F)c3)n2)cc1OC,-11[fluorescence artefact?],108,103,1.1,-8[fluorescence artefact?],84,2,100,-8
C=CCSC1=N/C(=C\c2ccc(C)o2)C(=O)S1,12,96,98,/,2,83,-1,99,9

# 2 records drawn at random from the list so far:
SMILES,ERb coact inh,ERa coact pot,Fibroblast inh,MT1-MMP txn act,ERa SRC1 inh,H69AR inhibit,Mac1 fbg enh,HUVEC prolif 384,Smad3 inh
Cc1ccc2nc(SC(C)C(=O)NCc3ccco3)[nH]c2c1 (centres undefined),11,94,91,1.2,0,86,-2,87,9
C=CCOc1ccc(/C(O)=C2/C(=O)C(=O)N(CCCn3ccnc3)C2c2cccs2)cc1 (centres undefined),31[fluorescence artefact?],63[fluorescence artefact?],/,1.3,48[fluorescence artefact?],49,-3,93,-1

# Carrying on:
SMILES,ERb coact inh,ERa coact pot,Fibroblast inh,MT1-MMP txn act,ERa SRC1 inh,H69AR inhibit,Mac1 fbg enh,HUVEC prolif 384,Smad3 inh
Cc1ccc(O)c(-c2cc(C(=O)Nc3ccc(S(=O)(=O)N4CC(C)OC(C)C4)cc3)[nH]n2)c1 (centres undefined),7,123,89,/,14,17*,12,77,-10
CC(NC(=O)C1CCC1)c1ccc2c(c1)OCO2 (centres undefined),-8,116[fluorescence artefact?],104,1,-12,88,0,101,-2
O=C(C1CCN(S(=O)(=O)N2CCC3(CC2)OCCO3)CC1)N1CCOCC1,-2[fluorescence artefact?],116,96,1.1,2[fluorescence artefact?],99,-2,93,4
CN1CCN(Cc2cc(COCc3ccccc3)c3cccnc3c2O)CC1,6[fluorescence artefact?],109,2.8*,0.6,-1[fluorescence artefact?],1.8*,-3,71,-2
CC(C)(C)n1nnnc1C(c1cccc(C#N)c1)N1CCCc2ccccc21 (centres undefined),5,123[fluorescence artefact?],94,1.1,-16,89,1,84,-2
OC1CCCN(c2c3c(nc4cc(-c5cccc(Cl)c5)nn24)CCC3)C1 (centres undefined),27[fluorescence artefact?],192,91,1,16,66,/,70,-1
Cc1ccc(NC(=O)CSc2nnc(Cn3c(=O)sc4ccccc43)n2C)cc1,-8[fluorescence artefact?],115,92,1.1,-11,91,/,89,0
Cc1ccc(N(C(C)C(=O)Nc2ccc3c(c2)OCO3)S(C)(=O)=O)cc1 (centres undefined),23,83,98,1.1,19[fluorescence artefact?],99,-1,96,-3
O=C(CCS(=O)(=O)c1ccc(Br)s1)N1CCc2ccccc21,-31,100,97,1.1,-34,47,1,98,6
CCCCNC(=O)C1CCN(Cc2ccccn2)CC1,-5,92,98,1.1,-6,92,/,89,0
CCOC(=O)C1(Nc2nccs2)Sc2ccccc2NC1=O (centres undefined),-3,91,82,1.2,0,16*,-3,68,-3
O=C(c1cc2ccccc2c(=O)o1)N1CCCc2ccccc21,-4,94,92,1.2,-3[fluorescence artefact?],100,-1,97,6
Cc1ccc(-c2nnc3ccc(SC(C)C(=O)O)nn23)cc1 (centres undefined),2[fluorescence artefact?],75[fluorescence artefact?],105,1.1,-19[fluorescence artefact?],100,-1,113,-7
CC(=O)Nc1ccc(N(C)S(C)(=O)=O)cc1,-3,97,99,1.2,0,107,-2,97,6
COc1cc(/C=N/n2nnnc2N)ccc1O,1,112,96,1.2,-5,70,-2,82,-1
Cc1cc(C)n(-c2nc(NCCO)c3c4c(sc3n2)CCCC4)n1,-8,101,84,1.5,0,11*,1,78,5
CC(=O)N1CCc2cc(S(=O)(=O)NC(CC(C)C)C(=O)Nc3cc(C)ccn3)ccc21 (centres undefined),4,102,99,1,0,110,-4,97,-6
CC(C)Cc1nnc(NC(=O)CSc2ncn[nH]2)s1,0,113,96,0.9,-5,103,/,94,2
COCCn1c(SCC(=O)N2CC(=O)Nc3ccccc32)nnc1-c1ccoc1C,9[fluorescence artefact?],101,99,1.2,9,103,/,100,-15
O=C1Nc2cc(Cl)c(Cl)cc2N(O)N1c1ccc(Cl)c(Cl)c1,-1,110,89,1,2,93,3,84,-2
CCOc1cc(NS(=O)(=O)c2ccccc2)c(OCC)cc1NC(=O)c1ccco1,26[fluorescence artefact?],88,90,1.3,24[fluorescence artefact?],88,0,95,-2
